Screens: PubChem BioAssay, National Center for Advancing Translational Sciences (NCATS)
AmpC inh det – blocks E. coli AmpC beta-lactamase in presence of detergent; AID 584; actives 0.09% (n = 71,000); P00811; Potency, µM (top dose mostly 28.7 µM), inactives show at the top dose activity change, negative = inhibition; purified AmpC, nitrocefin hydrolysis with detergent; active = well fitted curve in the direction sought with a large enough effect
Target sequence (P00811 whole entry, looked up): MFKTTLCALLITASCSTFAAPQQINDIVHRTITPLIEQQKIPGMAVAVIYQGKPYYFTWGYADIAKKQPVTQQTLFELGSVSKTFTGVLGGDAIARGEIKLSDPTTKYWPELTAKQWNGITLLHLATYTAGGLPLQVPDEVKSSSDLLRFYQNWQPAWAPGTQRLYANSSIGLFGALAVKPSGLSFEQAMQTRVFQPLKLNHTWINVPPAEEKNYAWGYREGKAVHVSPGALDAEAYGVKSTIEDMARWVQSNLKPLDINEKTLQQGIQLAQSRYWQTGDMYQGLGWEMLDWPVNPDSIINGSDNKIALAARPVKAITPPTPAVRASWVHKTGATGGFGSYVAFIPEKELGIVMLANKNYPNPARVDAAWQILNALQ
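E. coli AmpC (5.3 nM) in 20 mM phosphate pH 7.0 with 0.01% Triton X-100, preincubated 15 min RT with compound; nitrocefin (2 uL of 800 uM stock) hydrolysis followed by 480 nm absorbance every 20 s over 4 min.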
Starred values were filed as active, the others as inactive; [ ] = another dose, or the depositor's remark. % is scaled to controls: 0 for no effect and ±100 for the full control effect; potency is read from the fitted curve at half-maximal effect. These rows are one share of the data; the hit share may differ from the screen's.

Preview:
SMILES	AmpC inh det
Cn1cnnc1SCc1ccc(C(=O)O)cc1	0%
CS(=O)(=O)N(CC(=O)NC1CCCC1)c1cccc(F)c1	-2%

Main list, previewed entries included:
SMILES	AmpC inh det
Cn1cnnc1SCc1ccc(C(=O)O)cc1	0%
CS(=O)(=O)N(CC(=O)NC1CCCC1)c1cccc(F)c1	-2%
COc1ccccc1-c1cc(-n2ccnc2)ncn1	11%
O=C(CSc1nnc(-c2ccc(S(=O)(=O)N3CCCC3)cc2)o1)NCc1ccco1	11%
Cc1cc(NS(=O)(=O)c2ccc(NC(=O)c3ccco3)cc2)no1	-1%
CC1Cc2ccccc2N1C(=O)CSc1nnnn1-c1ccc2c(c1)OCCO2 (configuration not stated)	13%
N#Cc1nc(Cc2ccccc2)oc1NCCCn1ccnc1	-2%
CCOC(=O)c1ccc(NC(=O)C2C3CCC(C3)C2C(=O)O)cc1 (configuration not stated)	-4%
CC(C)OC(=O)CSc1nnc(Cc2ccccc2)n1Cc1ccco1	12%
COc1ccc(NC(=O)C2CCCN2S(=O)(=O)c2ccc3c(c2)CCC(=O)N3)cc1Cl (configuration not stated)	9%
Cc1nc(COC(=O)c2ccc(S(=O)(=O)N3CCCC3)cc2)cs1	-3%
Cc1ccc(S(=O)(=O)NC(CC(=O)N2CCOCC2)c2ccco2)cc1 (configuration not stated)	0%

Shown in CSV form: seven of the compounds above
structure,AmpC inh det
Cc1cc(NS(=O)(=O)c2ccc(NC(=O)c3ccco3)cc2)no1,-1%
CC1Cc2ccccc2N1C(=O)CSc1nnnn1-c1ccc2c(c1)OCCO2 (configuration not stated),13%
N#Cc1nc(Cc2ccccc2)oc1NCCCn1ccnc1,-2%
CCOC(=O)c1ccc(NC(=O)C2C3CCC(C3)C2C(=O)O)cc1 (configuration not stated),-4%
CC(C)OC(=O)CSc1nnc(Cc2ccccc2)n1Cc1ccco1,12%
COc1ccc(NC(=O)C2CCCN2S(=O)(=O)c2ccc3c(c2)CCC(=O)N3)cc1Cl (configuration not stated),9%
Cc1nc(COC(=O)c2ccc(S(=O)(=O)N3CCCC3)cc2)cs1,-3%

The list goes on:
SMILES	AmpC inh det
CCOC(=O)c1ccc(NC(=O)N(CC)CC)cc1	5%
Clc1ccc(-n2ncc3c(NCc4ccc5c(c4)OCO5)ncnc32)cc1	0%
Cn1c(=O)c(-c2cccs2)nc2cnc(OCc3ccccc3)nc21	-4%
CCOC(=O)CN1Cc2cccc(C(=O)O)c2C1=O	15%
CCOC(=O)c1c(C)n(C)c2ccc(OC)c(NC(=O)CN3CCN(C(=O)c4ccco4)CC3)c12	1%
CN1CCN(c2ncc3nc(-c4ccccc4)c(=O)n(C4CC4)c3n2)CC1	1%
COc1c(C)c2c(c(O)c1C/C=C(\C)CCC(=O)O)C(=O)OC2	-1%
CCOc1ccc(N(Cc2cc3cc(OC)ccc3[nH]c2=O)S(C)(=O)=O)cc1	-7%
O=C(NCCNC(=O)c1ccco1)c1cccc(F)c1	2%
O=C1OC(N2CCN(C(=O)c3ccco3)CC2)c2ccccc21 (configuration not stated)	-3%
O=C(O)c1cccc(C[C@H](Br)C(=O)O)c1	1%[5.75 µM]
CC1Cn2c(CCc3ccccc3)nnc2S1 (configuration not stated)	-5%
O=C(CSc1ncccc1-c1nc2ccccc2[nH]1)N1CCCCC1	2%
Cc1ccc2c(N)c(C)ccc2c1	-1%
CCOC(=O)C1CCCN(CCC(=O)Nc2ccc3c(c2)CCC3)C1 (configuration not stated)	18%
CCOC(=O)c1[nH]c(C)c(C(=O)Nc2cccc(Cl)c2C)c1C	-4%
C1=C(CCNc2nnnn2-c2ccccc2)CCCC1	-4%
O=C(Nc1ccc2c(c1)OCCO2)c1ccco1	9%
COc1ccccc1OCCCCNCCO	7%
COCC(C)n1c(C)cc(C(=O)COC(=O)c2c(NC(C)=O)sc(C)c2C)c1C (configuration not stated)	-2%
CCOC(=O)c1[nH]c(C)c(C(=O)NCCC2=CCCCC2)c1C	-4%
CC(C)C[C@H](NC(=O)N1CCN(c2ccccc2)CC1)C(=O)O	-1%
C=CCn1c(SCc2cccnc2)nnc1-c1ccncc1	6%
O=C(CSc1ncccn1)Nn1cnnc1	-8%
O=S(=O)(c1ccccc1)N1CCC[C@@]2(CCN(C(c3ccccc3)c3ccccc3)C2)C1	-3%
Cn1c(C(O)c2ccc(Cl)cc2)nc(Cl)c1Cl (configuration not stated)	-2%
CCn1c(=N)c(C(=O)NCCCOC)cc2c(=O)n3cccc(C)c3nc21	-1%
Cc1ccc2c(CN3CCCc4ccccc43)cc(=O)oc2c1C	-2%
CCc1ccccc1NC1c2ccccc2C(=O)N1c1cc(C)ccn1 (configuration not stated)	11%
CC(C)=CCSc1nnc(CCNC(=O)OC(C)(C)C)o1	-3%
COc1ccc(C(=O)N2CCC3(CC2)CN(c2ccc(-c4ccccc4)cc2)C3)cc1	-4%
COc1cc(OC)cc(C(=O)N(CN2CCCC2=O)c2ccccc2OC)c1	8%
O=C(O)CCS(=O)(=O)Cc1ccccc1F	-2%
CCCc1cc(=O)[nH]c(SCC(=O)Nc2nonc2N)n1	-5%
CN1C(=O)CSc2ccc(NC(=O)N3CCc4ccccc43)cc21	-6%
COc1cccc2sc(Nc3nnc(-c4ccccc4Cl)o3)nc12	6%
COc1cccc(C=Nc2cc(C)on2)c1O	0%
COCc1cc(C2SCC(=O)Nc3c2c(=O)[nH]n3C(C)C)ccc1OC (configuration not stated)	2%
O=C(NCCCN1CCN(c2ccc(F)cc2)CC1)c1cccc(N2CCCC2=O)c1	-2%
CC(C)Oc1ccc(C2/C(=C(/O)c3ccc(F)cc3)C(=O)C(=O)N2CCCN(C)C)cc1 (configuration not stated)	-2%
CCNC(=O)CC1C(=O)N(c2ccccc2)C(=O)N1CCc1ccc(OC)cc1 (configuration not stated)	-2%
O=C1CCCC2=C1C(c1ccncc1)c1c(nc(SCc3ccccc3)[nH]c1=O)N2 (configuration not stated)	-1%
CC1CCC(NC(=O)CC2Oc3ccccc3NC2=O)CC1 (configuration not stated)	9%
COC(=O)n1c(=S)oc2cc(Cl)ccc21	9%
N#CCCN(C(=O)Nc1ccccc1)c1ccccc1	-2%
CCOc1ccc(NC(=O)C2CC(C)=C(C)CC2C(=O)O)cc1 (configuration not stated)	-1%
COc1ccc(CCNC2=NCC(C)S2)cc1 (configuration not stated)	5%
CCOC(=O)c1ccc(NC(=O)CC2SCCNC2=O)cc1 (configuration not stated)	9%
N[C@@H](Cc1[nH]nc2ccccc12)C(=O)O	-3%[5.75 µM]
C=CCn1c(O)c(C=Nc2ccc(OC)cc2C)c(=O)[nH]c1=O	0%
CCCn1c(SCC(=O)N2CCCc3ccccc32)nc2c1c(=O)n(C)c(=O)n2C	-3%
CCOC(=O)N1CCN(C(=O)c2cc3c(-c4ccc(Cl)cc4)nn(C)c3s2)CC1	15%
CCOC(=O)C1CCCN(S(=O)(=O)c2cn(C)c(=O)n(C)c2=O)C1 (configuration not stated)	12%
Cc1c(=O)n(OCc2ccccc2F)c2ccccc2[n+]1[O-]	1%
CN1CCN(S(=O)(=O)c2ccc(NC(=O)C3CCCCC3)cc2)CC1	-3%
Cc1ccc(S(=O)(=O)Cn2nnnc2CN2CCOCC2)cc1	-2%
COCCn1c(SCC(=O)c2ccc(F)cc2)nnc1C(C)C	7%
NS(=O)(=O)c1cc(C(=O)O)c(NCc2ccco2)cc1Cl	6%
OC(CCN1CCCCC1)(c1ccccc1)c1ccccc1	-2%[5.75 µM]
COc1ccccc1Nc1nc(N)nc(CSc2nc(C)cc(C)n2)n1	12%

Structures shown so far containing two or more sulfur atoms:
SMILES	AmpC inh det
O=C(CSc1nnc(-c2ccc(S(=O)(=O)N3CCCC3)cc2)o1)NCc1ccco1	11%
Cc1nc(COC(=O)c2ccc(S(=O)(=O)N3CCCC3)cc2)cs1	-3%

Next part.
SMILES	AmpC inh det
O=C(O)[C@H](Cc1ccccc1)N1C(=O)c2ccncc2C1=O	-3%
Cc1csc(NC(=O)c2ccccc2C(=O)O)n1	-4%
Cc1ccc(NC2=NC(c3ccccc3)n3c(nc(C)cc3=O)N2)cc1 (configuration not stated)	13%
CCOc1ccc(NC(=O)N(CCN2CCOCC2)Cc2ccc3c(c2)CCCN3CC)cc1	3%
COCCn1c(SCC(=O)Nc2nc(C)c(Cl)cc2Cl)nc2ccccc21	4%
Cc1ccc(N(CC(=O)NCc2ccc3c(c2)OCO3)S(C)(=O)=O)cc1	-5%
c1ccc(CCNc2ncnc3nc[nH]c23)cc1	-6%
Cc1ccc2oc(=O)c3cnn(CC(=O)N4CCCc5ccccc54)c3c2c1	6%
CCCC(=O)NCCCc1nc2ccccc2n1CCC	-2%
COc1ccc(CSc2nc(N3CCOCC3)c3c(c2C#N)CC(C)(C)OC3)cc1	0%
O=C(C(Cc1ccccc1)n1cccc1)N1CCN(c2ncccn2)CC1 (configuration not stated)	10%
S=c1[nH]nc(CSc2nc3ccccc3s2)o1	0%
O=P(O)(OP(=O)(O)c1ccccc1)c1ccccc1 (tested in a mixture with another compound)	0%[5.75 µM]
CC(C)(N)C(=O)N[C@@H]1C(=O)N2[C@@H]1SC(C)(C)[C@H]2C(=O)O	1.3µM*
CC(=O)Nc1nc2ccccc2n1CCOc1ccccc1	-3%
O=C(NCc1ccco1)C(c1cccs1)N(C(=O)Cc1cccs1)c1ccccc1 (configuration not stated)	7%
Cc1cccc(-c2cc3nc4c(c(N5CCC6(CC5)OCCO6)n3n2)CCCC4)c1	-5%
CCN(CC)CCCNC(=O)C1c2ccccc2C(=O)N1Cc1ccc(C)cc1 (configuration not stated)	0%
Cc1nc2ccccn2c1P(=O)(N1CCCCC1)N1CCCCC1	0%
COc1ccc(OC)c(C2C(C(=O)O)c3ccccc3C(=O)N2C)c1 (configuration not stated)	-2%
CC1CCCCN1S(=O)(=O)c1ccc(NC(=O)CSc2nnnn2C)cc1 (configuration not stated)	-4%
c1ccc2c(c1)nnn2Cc1nnc2sc(-c3ccncc3)nn12	-2%
O=C(NCCN1CCNCC1)c1ccccn1	13%
COC(=O)c1ccc(C)c(NC(=O)CN(c2ccc3c(c2)OCO3)S(C)(=O)=O)c1	-2%

In the list so far, 3 have a cyano group:
SMILES	AmpC inh det
N#Cc1nc(Cc2ccccc2)oc1NCCCn1ccnc1	-2%
N#CCCN(C(=O)Nc1ccccc1)c1ccccc1	-2%
COc1ccc(CSc2nc(N3CCOCC3)c3c(c2C#N)CC(C)(C)OC3)cc1	0%

Continuation:
SMILES	AmpC inh det
Cc1ccc(C)c(NC(=O)CSc2nnc(-c3ccccc3)n2N)c1	-2%
COc1cccc(Cn2c(-c3nonc3N)nc3ccccc32)c1	23%
C1CCC2=NCCCN2CC1	15%
Cc1noc(C)c1C(=O)Nc1c(F)cc(F)cc1Br	0%
CCOC(=O)Nc1ccc2c(c1)N(C(=O)CCN1CCN3CCCC3C1)c1ccccc1CC2 (configuration not stated)	0%
CCS(=O)(=O)N1CCCC(C(=O)NC2CCC(C)CC2)C1 (configuration not stated)	-3%
C=CCc1ccccc1OCC(O)CN1CCN(c2ccccc2OC)CC1 (configuration not stated)	-4%
Cc1noc(C)c1C(=O)N1CCC2(CCCN(C(c3ccccc3)c3ccccc3)C2)CC1	-1%
Nc1ncn([C@@H]2O[C@H](CO)[C@@H](O)[C@H]2O)c(=O)n1	8%
Cc1cccc(-c2nsc(SCC(=O)N3CCCC3)n2)c1	0%
Cc1ccc(C)c(Cn2c(=O)n(CCC(=O)NCc3ccco3)c(=O)c3sccc32)c1	11%
COc1ccc(Cn2c(=O)sc3ccccc32)cc1OC	8%
O=C(NCC1CCCO1)c1cc2n(n1)C(C(F)(F)F)CC(c1ccc(Br)cc1)N2 (configuration not stated)	6%
CCCn1c(SCC(=O)Nc2ccccc2-c2ccccc2)nnc1-c1ccoc1C	1%
CC(=O)Nc1ccc(C(=O)OCC(=O)NC(=O)NC2CCCCC2)cc1	15%
Cc1ccccc1CN1C2=NCCN2C(=O)C2=C1CCN(Cc1ccccc1)C2	-3%[5.75 µM]
Fc1ccc(-c2cc(C(F)(F)F)nc(N3CCCCC3)n2)cc1	23%
CCC1C(C#N)=C(N)OC2=C1C(=O)CC(C)(C)C2 (configuration not stated)	-3%
CCOC(=O)CSc1nc(C)c(C(=O)OCC)s1	-1%
Cc1cccn2c(=O)c3cc(C(=O)N4CCc5ccccc54)n(C)c3nc12	-1%
CCOC(=O)C1CCN(C(=O)CCCN2C(=O)c3ccccc3C2=O)CC1	22%
COc1ccccc1Nc1nc(N)nc(CN2CCN(c3ccccc3)CC2)n1	-2%
COc1ccccc1CNC(=O)c1ccoc1C	-5%
O=C(NCCN1CCOCC1)C1CCN(Cc2ccccc2O)CC1	-1%
c1coc(-c2nnc3n2C2(CCCC2)Cc2ccccc2-3)c1	13%
CC1=C(C)CS(=O)N(S(=O)(=O)c2ccc(Cl)cc2)C1 (configuration not stated)	-6%
Cc1c(C(=O)Nn2cnnc2)oc2ccccc12	-2%
COc1ccc2c(=O)c(C(=O)NCCc3ccc(OC)c(OC)c3)c[nH]c2c1	9%
N#Cc1ccc(CN2CC[C@@]3(CCCN(C(=O)c4cc(C(F)(F)F)cc(C(F)(F)F)c4)C3)C2)cc1	-1%
Cc1ccc(Cl)cc1NC(=O)C1CCCN(S(=O)(=O)c2c(C)noc2C)C1 (configuration not stated)	1%
COc1ccccc1OCCOCCn1cnc2ccccc2c1=O	-5%
C=CCNC(=O)CSc1nc2sc(C)c(C)c2c(=O)[nH]1	9%
